CAL PDZ FP-1: blocks peptide binding to human CAL PDZ domain | AID 504414 | 0.02% of 330,000 active | purified CAL PDZ, TMR-peptide fluorescence polarization, 1 h | Q9HD26 | inhibition, % at 20 µM;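 active means highest replicate inhibition of at least 40%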;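 further: plate controls were DMSO neutral control wells for no effect and unlabeled competitor peptide control wells for full effect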
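Read-out basis: mP drop reported as inhibition | Assay system: Tagged CAL PDZ protein CerCALP, purified | Benchmarks: Unlabelled peptide for full inhibition, DMSO wells as neutral | Schedule: 1 h incubation at room temperature before polarization reading | Buffer or medium: Sodium phosphate/NaCl buffer pH 7.4 with TCEP, IgG, Thesit | Doses: Single point, 20 µM | Measured by: Fluorescence polarization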
SR-BI DiI-HDL act: enhances SR-BI lipid uptake from DiI-HDL; CHO ldlA[mSR-BI] cells, DiI-HDL uptake fluorescence, 3 h; 100 = double the neutral-control signal; activation, % at 12.5 µM; 0.096% of 320,000 active;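 active means mean replicate activation of at least 60% and every replicate at or above 60%; inconclusive means mean or all-replicate condition met, but not both; inactive means mean below 60% and not all replicates reaching 60%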;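 further: 0% = median plate neutral-control signal and 100% = twice that signal; values of inactives mirror those of a sister screen read the other way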
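Assay system: LDL receptor-deficient CHO ldlA cells overexpressing murine SR-BI / Medium: BSA-supplemented, HEPES-buffered Ham's F12, pH 7.4 / Probe or stimulus: DiI-labelled HDL at 10 µg/mL final / Timing: compound with DiI-HDL co-incubation, 3 h at 37 °C / Technique: bottom-read cell fluorescence after medium removal, ex 550/em 595 nm / Measure: HDL uptake via cellular fluorescence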
CAL PDZ FP-2: CAL PDZ (human) peptide binding inhibition; AID 602252; 0.92% of 300,000 active; Q9HD26; purified CAL PDZ, TMR-peptide fluorescence polarization, 1 h; inhibition, % at 24.9 µM;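 active means mean inhibition of at least 30% with at least half of replicates also reaching 30%; inconclusive means no clear call, values can overlap the other calls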;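 further: 0% = DMSO neutral control and 100% = excess unlabeled competitor peptide PRC23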
RTF Ca sens act: increases calcium sensitivity of human cardiac regulated thin filaments. 0.24% of 340,000 active. P19429+P45379. IANBD-labeled TnC RTF fluorescence at EC20 calcium; 0% EC20 calcium, 100% full calcium. activation, % at 7.2 µM;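 active means activation above the mean over all tested compounds plus 3 SD, cut at about 30% in these data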;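 further: rise in fluorescence read as greater calcium sensitivity of cardiac thin filaments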
Rtt109 Vps75: C. albicans Rtt109 histone acetyltransferase inhibition. Q5AAJ8. inhibition, % at 34.9 µM. AID 540336. 0.16% of 330,000 active. purified Rtt109/Vps75, ThioGlo CoA-SH fluorescence, 4 h;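 active means inhibition of at least 50% in every replicate; inconclusive means best replicate reaches 50% inhibition but some replicates fall short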
Target sequence (Q5AAJ8 whole entry, looked up): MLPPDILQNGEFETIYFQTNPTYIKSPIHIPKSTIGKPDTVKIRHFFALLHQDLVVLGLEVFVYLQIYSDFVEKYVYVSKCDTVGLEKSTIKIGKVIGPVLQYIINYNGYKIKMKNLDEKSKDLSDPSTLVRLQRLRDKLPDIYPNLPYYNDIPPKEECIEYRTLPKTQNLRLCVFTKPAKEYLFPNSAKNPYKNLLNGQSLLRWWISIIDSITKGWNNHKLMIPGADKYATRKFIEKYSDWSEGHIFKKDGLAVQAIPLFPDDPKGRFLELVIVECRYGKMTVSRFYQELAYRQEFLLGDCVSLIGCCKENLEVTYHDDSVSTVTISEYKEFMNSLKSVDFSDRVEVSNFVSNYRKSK
Cardiac RTF inh: cardiac RTF calcium desensitization. P19429+P45379. IANBD-labeled cardiac RTF, Ca2+ fluorescence. 0.12% of 340,000 active. inhibition, % at 7.15 µM. AID 493244;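 active means inhibition above the mean inhibition of all tested compounds plus 3 SD, cut at about 17% in these data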;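 further: assay run at fixed EC70 calcium of 1.6 mM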
C-LANA FP: blocks KSHV LANA C-terminal domain binding to DNA; MBP-C-LANA/FAM-LBS DNA binding, fluorescence polarization; inhibition, % at 9 µM; 0.078% of 340,000 active; AID 504423;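 active means highest replicate inhibition at or above 60% at 9 µM, even if other replicates fall short; inactive means all replicates below 60% inhibition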;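 further: 0% = neutral control wells and 100% = 4 µM acridine orange control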
DAGLB inhibitor: diacylglycerol lipase beta (human) inhibition. inhibition, % at 5.17 µM. Q8NCG7. 0.059% of 340,000 active. HEK293T DAGLB membrane lysate, EnzChek fluorogenic substrate; in the data active means inhibition above about 34%;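 further: 0% = enzyme with vehicle and 100% = wells lacking enzyme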
PKA-R2B act: PKA-R2B complex activation; P22694+P31323; PKA-R2B holoenzyme dissociation, Cy5-IP20 fluorescence polarization; R2B truncated from residue 108, S112A mutant; 0% DMSO only, 100% 113 µM cGMP; activation, % at 11.4 µM; 0.079% of 340,000 active; AID 504700;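 active means activation above a cutoff set at the mean over all compounds plus 3 SD, cut at about 18% in these data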;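 further: higher means more holoenzyme dissociation and a rise in polarization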
Keap1-Nrf2 PPI: Keap1-Nrf2 (human) interaction inhibition; Keap1 Kelch-Nrf2 peptide fluorescence polarization, 1536-well; 0.15% of 340,000 active; inhibition, % at 9.4 µM; Q14145; in the data active means inhibition above about 12%; inconclusive means no clear call, values can overlap the other calls; inactive means below about 7.3%;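 further: human Keap1 Kelch domain with fluorescein labeled Nrf2 9mer peptide probe; 0% = neutral control wells and 100% = peptide positive control; higher means more block of Keap1 binding to Nrf2 peptide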
Target sequence (Q14145 whole entry, looked up, the tested form may be a part): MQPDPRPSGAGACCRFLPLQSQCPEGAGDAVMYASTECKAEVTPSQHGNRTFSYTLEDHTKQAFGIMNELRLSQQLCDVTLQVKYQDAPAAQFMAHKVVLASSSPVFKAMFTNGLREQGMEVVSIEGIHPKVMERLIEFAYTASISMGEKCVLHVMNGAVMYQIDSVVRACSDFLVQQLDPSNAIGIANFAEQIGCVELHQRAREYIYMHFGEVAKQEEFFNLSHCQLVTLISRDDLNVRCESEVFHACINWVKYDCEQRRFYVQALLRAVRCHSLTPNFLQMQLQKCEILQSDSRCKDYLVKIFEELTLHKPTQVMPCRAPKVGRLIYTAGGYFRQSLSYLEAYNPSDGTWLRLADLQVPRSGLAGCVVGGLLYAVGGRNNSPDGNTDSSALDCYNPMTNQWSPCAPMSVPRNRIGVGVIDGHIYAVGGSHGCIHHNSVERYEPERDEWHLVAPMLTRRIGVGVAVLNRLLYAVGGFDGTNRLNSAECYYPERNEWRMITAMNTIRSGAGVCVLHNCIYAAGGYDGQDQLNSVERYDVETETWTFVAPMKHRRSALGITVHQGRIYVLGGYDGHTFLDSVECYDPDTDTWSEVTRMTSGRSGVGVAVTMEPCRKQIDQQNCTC
* marks the source's active call; other numbers are inactive results; ? = inconclusive; nt = no result given.

SMILES	CAL PDZ FP-1	SR-BI DiI-HDL act	CAL PDZ FP-2	RTF Ca sens act	Rtt109 Vps75	Cardiac RTF inh	C-LANA FP	DAGLB inhibitor	PKA-R2B act	Keap1-Nrf2 PPI
COc1ccc(N2CCN(S(=O)(=O)CC34CCC(CC3=O)C4(C)C)CC2)cc1 (centres undefined)	-1.1	-7.3	1.9	-3.7	-1.6	-7.3	1.5	3.0	-7.9	-3.3
O=C(O)c1ccccc1C(=O)c1ccc2c(c1)CCC2	-1.0	5.7	18.3	-2.9	0.1	-0.5	-2.3	-2.2	-9.6	3.9
O=S(=O)(/N=C(/Nc1ccc(Cl)c(S(=O)(=O)N2CCOCC2)c1)c1ccc(F)cc1)c1ccccc1	26.2	-6.1	-2.7	-3.3	8.4	-0.1	-0.9	-1.7	-2.1	2.7
CSc1ncccc1C(=O)OCC(=O)NC(N)=O	nt	32.0	-0.4	7.1	3.3	5.0	-0.2	-3.0	6.4	2.0
CCOc1ccc(CCNC(=O)COc2cc(=O)n(C)c3ccccc23)cc1OCC	-1.6	4.8	1.2	-6.3	5.3	-9.3	-0.8	0.1	-9.7	0.3
CCOC(=O)c1ccc(NC(=O)c2ccc(CN3CCc4ccccc4C3)cc2)cc1	-0.2	-62.0	-3.1	-9.2	5.4	-1.8	1.8	-4.7	-1.5	-0.2
O=C(Nc1ccc(F)cc1)/C(=C1/CCCCCN1)[N+](=O)[O-]	-0.3	nt	5.6	-3.2	0.9	-6.8	1.0	1.4	3.1	3.7
O=c1[nH]c(=O)n(-c2cc(Br)c(O)c(Br)c2)cc1Br	0.9	11.5	-3.7	-7.8	4.0	-9.2	1.3	-0.6	2.3	-3.4
CNC(=S)Nc1cc(OC)ccc1OC	-1.2	1.0	0.3	-3.8	-0.5	1.1	0.1	-0.6	1.1	-3.1
CN(C)S(=O)(=O)Nc1ccc(Br)cc1F	nt	13.1	-5.4	0.6	-3.5	-6.7	-1.0	-1.3	3.8	-0.3
COc1ccc(C2CC(c3ccccc3C(F)(F)F)=NN2c2ccc(S(N)(=O)=O)cc2)cc1 (centres undefined)	0.1	-53.6	-1.8	-2.0	1.4	-4.6	0.8	-1.9	-3.7	-3.8
Cc1cc(C)c(S(C)(=O)=O)c(S(=O)(=O)c2ccc(Cl)cc2)n1	-1.6	-13.8	-4.1	2.2	3.8	-2.9	-0.7	0.2	8.7	-4.7
CCOc1ccc(S(=O)(=O)NCCC(=O)NCC2(N3CCCCC3)CCCCC2)cc1	-1.6	4.0	-3.4	-2.2	1.3	-2.9	2.0	1.4	-1.2	4.4
Cc1cccc(CSc2nnc(-c3cccs3)n2Cc2ccco2)c1	-1.8	6.5	1.8	1.6	nt	-5.6	0.8	-1.6	-0.3	-2.7
O=C(NCCc1ccccc1)c1cccc(S(=O)(=O)NCc2ccccc2)c1	-0.9	6.1	nt	2.6	3.5	3.4	0.4	2.8	-5.1	-0.6
O=c1c(-c2cccc(Cl)c2)c[nH]n1-c1ccccc1	-0.7	20.5	-7.6	3.4	7.4	-10.2	0.1	-0.7	-0.1	-2.8
C=CCN1C(=O)c2ccccc2Sc2ccc(C(=O)NCCC)cc21	-0.6	nt	0.0	-0.9	-22.8	-6.4	1.1	2.0	-1.2	5.0
NC(=O)CC(NC(=O)OCc1ccccc1)C(=O)O (centres undefined)	-0.8	15.9	-2.3	-7.7	1.4	-5.7	1.4	0.7	-1.4	-0.4
COC(=O)c1nnn(CC(=O)Nc2cccc(Cl)c2C)c1C(=O)OC	nt	6.3	-2.7	-3.0	0.2	3.6	-2.2	3.1	-5.8	2.6
Cn1nc(C(F)(F)F)c(-c2ccc(F)cc2)c1NC(=O)Nc1ccc(F)cc1	-3.9	-12.8	nt	nt	2.6	nt	-0.1	nt	nt	-4.1
O=C(CCc1ccccc1)NNC(=O)c1ccccc1F	0.2	15.2	nt	2.4	-14.2	4.6	-0.8	3.0	-0.7	-0.8
COc1cccc(NC(=O)c2cc3c(=O)n4ccccc4nc3n(CC(C)C)c2=N)c1	0.0	-9.0	nt	4.6	14.3	-6.1	-0.3	0.2	-1.4	-3.2
NS(=O)(=O)c1ccc(CCNC(=O)c2cc(-c3ccccc3)nc3ccccc23)cc1	-1.4	-79.6	0.1	-2.6	1.3	6.7	0.2	-0.5	-2.2	1.6
CC(C)CN(C(=O)CSc1nnc2ccccn12)c1c(N)n(CC(C)C)c(=O)[nH]c1=O	0.2	11.8	-3.3	1.4	-8.9	-1.9	0.4	1.8	-14.8	-6.1
Cc1cc(C)cc(NC(=S)NCCc2c[nH]c3ccccc23)c1	-1.0	-53.0	-2.5	3.9	16.5	-5.1	1.6	0.9	-1.4	-5.4
Following part:
SMILES	CAL PDZ FP-1	SR-BI DiI-HDL act	CAL PDZ FP-2	RTF Ca sens act	Rtt109 Vps75	Cardiac RTF inh	C-LANA FP	DAGLB inhibitor	PKA-R2B act	Keap1-Nrf2 PPI
Clc1ccc(CNc2ccc(N3CCN(Cc4ccccc4)CC3)cc2)cc1	7.7	-24.1	-1.8	-2.0	-0.4	-1.1	-3.4	-16.0	6.5	-3.3
O=C(Nc1ccc(N2CCN(c3ccccc3)CC2)c(F)c1)C1CC1	-0.2	-13.6	-2.1	-1.4	nt	-14.4	-1.5	-0.9	-1.6	-2.6
O=C(NCCc1ccccc1)C1CCN(S(=O)(=O)c2cccs2)CC1	0.4	16.0	-2.2	1.5	-2.3	13.9	-0.9	0.7	-12.4	-2.1
O=C(NCCn1cc(SCC(=O)N2CCOCC2)c2ccccc21)c1c(F)cccc1F	-0.8	13.2	1.2	-1.8	0.8	-3.1	-0.9	0.1	-4.3	1.2
COCCNC(=O)Cn1cc(C(=O)c2ccco2)c2ccccc21	-0.1	-9.6	-4.4	6.5	1.2	-8.6	2.2	-3.2	8.5	1.0
CC(=O)N1Cc2[nH]c3ccccc3c2CC1C(=O)O (centres undefined)	9.2	-9.3	0.4	-6.2	5.0	-13.2	-0.4	-5.5	-4.4	-5.5
Oc1cccc(C(O)CNCc2ccc(OCc3ccc(Cl)cc3Cl)cc2)c1 (centres undefined)	-0.3	9.6	0.6	0.5	8.1	-10.9	1.9	-2.0	-0.8	-0.5
O=C(CO/N=C/c1ccccc1)N1c2ccccc2Oc2ccccc21	-4.5	-18.7	-2.1	-0.6	-3.7	0.0	0.1	-4.5	-16.8	-7.4
O=C(Cn1cnc2c(nnn2Cc2ccc(F)cc2)c1=O)OCc1ccccc1	-2.2	-6.2	-2.6	-7.8	-8.2	-1.7	-0.1	-2.8	-14.2	2.4
COc1ccc2[nH]c(=O)c(CN(CCN(C)C)C(=O)NCc3ccccc3)cc2c1	-1.2	12.7	1.5	0.0	-13.2	-6.5	0.0	0.5	-5.0	-2.7
CN(Cc1ccccc1)c1nc(-c2ccc([N+](=O)[O-])cc2)nc2ccccc12	0.2	-58.8	-1.0	-3.7	-2.7	-2.6	1.6	-1.8	0.7	0.5
COc1ccc(NS(=O)(=O)c2cc3c(cc2C)N(C(C)=O)CCO3)c(OC)c1	-0.4	-4.0	nt	2.5	-5.5	-5.0	1.0	3.1	-5.8	-5.2
S=C(Nc1cccc(Cl)c1)NC1CC2CCCC(C1)N2C1CCCC1 (centres undefined)	-2.8	8.2	-4.5	-2.6	-1.6	3.5	1.0	-0.5	-2.7	-6.6
CCOc1ccc(CNC(=O)CCCN2C(=O)C(c3ccccc3)Oc3cccnc32)cc1 (centres undefined)	-1.9	7.2	-5.2	5.5	-0.4	-0.8	0.9	-5.9	-6.9	-4.4
O=C(NC1CCCC1)C1CCCN1C(=O)Nc1ccccc1Cl (centres undefined)	-2.6	nt	0.0	-3.5	-3.8	0.8	-1.4	-0.1	-3.3	-2.8
CCN1C(=O)[C@H]2[C@@H](c3ccc(C)cc3)N3C(=O)N(c4cccc(F)c4)C(=O)[C@@]3(Cc3ccc(Cl)cc3)[C@H]2C1=O	0.0	0.7	1.5	-1.7	16.5	-0.7	-0.9	-0.3	-5.1	-1.8
COc1ccc(CCN2CC(C(=O)NCC3(O)CCCCC3)CCC2=O)cc1 (centres undefined)	-1.5	20.6	-3.2	-6.0	13.4	-1.4	0.4	0.5	-2.4	-3.3
CN(C1CCCC1)C1CCN(C(=S)Nc2cc(F)cc(F)c2)CC1	-1.8	14.1	-3.2	-4.6	1.1	5.6	-0.5	-0.6	-1.5	-3.1
CCC(C)N(C(=O)Cn1nnc(-c2ccc(Cl)cc2)n1)C1CCS(=O)(=O)C1 (centres undefined)	-2.7	13.5	-2.6	1.2	2.8	-19.8	-5.8	1.7	2.9	-2.4
Cc1nc(NCCCn2ccnc2)c2ccccc2n1	-2.7	11.2	0.3	4.7	nt	-1.6	-1.5	1.2	-1.2	1.5
Cc1ccc2nc(N(CCCN(C)C)C(=O)c3ccc4ncsc4c3)sc2c1	-4.4	-10.7	1.9	1.4	?	3.3	-1.8	0.9	-3.1	-4.7
Cc1ccc(Sc2ccc(S(=O)(=O)Nc3ccc(C(=O)O)cc3)cc2)cc1C	-0.3	13.5	nt	1.5	2.8	-4.8	1.1	6.0	5.1	-2.2
CCc1ccc(OCC2c3cc(OC)c(OC)cc3CCN2C(C)=O)cc1 (centres undefined)	-3.3	7.5	-1.3	-4.6	-5.0	-1.3	1.2	3.3	10.0	2.6
Nn1c(-c2ccccc2Cl)nnc1-c1ccccc1Cl	-1.4	5.6	nt	8.4	2.4	-2.3	-1.2	1.6	-9.7	-3.8
CCCCn1c(CN2CCN(C(=O)c3ccco3)CC2)nc2c1c(=O)n(C)c(=O)n2C	-0.8	19.4	nt	-0.8	-5.9	-2.5	0.9	-1.6	3.3	0.1
CCCCOc1ccc(S(=O)(=O)NNC(=O)C2Cc3c(ccc4ccccc34)O2)cc1 (centres undefined)	-0.6	19.8	-20.5	-0.4	5.8	0.7	-1.4	-1.3	-14.5	-2.0
Cc1cccc(Oc2cc([N+](=O)[O-])cc3c2C(=O)Nc2ccccc2O3)c1	-0.2	-7.9	-3.1	13.1	7.1	-5.1	-2.0	-2.1	5.6	-1.1
COC(=O)N[C@@H]1C[C@H]2[C@@H]3CC[C@H]4C[C@@H](OC)CC[C@]4(C)[C@H]3CC[C@]12C	-1.8	11.4	-4.1	2.9	-0.9	2.5	1.5	-8.0	-5.3	-4.1
O=C(COC(=O)CNC(=O)c1ccco1)Nc1ccc(Cl)cn1	-0.7	24.6	-1.2	-6.2	3.9	-7.9	-0.3	-0.3	-7.6	5.0

Screens (PubChem)
